Source: PubChem (National Center for Advancing Translational Sciences (NCATS))
Tb PFK block: blocks T. brucei phosphofructokinase; T. brucei PFK, ADP-Glo luminescence; AID 485367; O15648; actives 0.17% (n = 330,000); Potency, µM (titrated, usually from 57.5 µM), for the others: top-dose activity, negative = inhibition, most hits filed as inhibitors;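 note: potency is the fitted concentration of half-maximal effect; 0% = uninhibited 1x PFK enzyme wells and -100% = no-enzyme wells; nearly all actives have a fitted effect of over 60% in size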
Target sequence (O15648 whole entry, looked up): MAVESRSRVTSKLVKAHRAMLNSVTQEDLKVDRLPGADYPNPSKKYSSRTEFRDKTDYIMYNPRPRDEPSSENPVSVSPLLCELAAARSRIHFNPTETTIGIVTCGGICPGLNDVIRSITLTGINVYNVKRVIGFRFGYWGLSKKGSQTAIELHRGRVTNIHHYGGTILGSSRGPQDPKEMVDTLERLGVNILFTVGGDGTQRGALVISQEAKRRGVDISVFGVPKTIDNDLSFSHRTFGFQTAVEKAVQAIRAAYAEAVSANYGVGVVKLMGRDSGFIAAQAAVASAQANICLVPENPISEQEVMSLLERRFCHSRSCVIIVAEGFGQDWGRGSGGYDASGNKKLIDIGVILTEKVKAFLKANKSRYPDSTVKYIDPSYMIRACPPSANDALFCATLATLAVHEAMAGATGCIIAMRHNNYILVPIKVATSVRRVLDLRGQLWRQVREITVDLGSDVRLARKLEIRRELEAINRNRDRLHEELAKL
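ADP-Glo luminescence quantified ADP after 45 min at room temperature, with 1.25 nM T. brucei PFK, 0.1 mM ATP and 0.5 mM fructose-6-phosphate in pH 8.0 TEA buffer. qHTS titrations up to 57 µM; curves classified by quality.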
RORg inh: blocks mouse ROR gamma transcriptional activity; actives 5.4% (n = 310,000); Potency, µM (top dose mostly 53.6 µM), inactives show top-dose activity change, negative = inhibition, usual class: inhibitors; P51450; Drosophila S2 Gal4-RORgamma UAS-luciferase reporter, 20 h; note: potency is the fitted concentration of half-maximal effect; % is set by controls: 0 for no effect and ±100 for the full control effect; nearly all actives have a fitted effect of over 60% in size
Target sequence (P51450 whole entry, looked up, the tested form may be a part): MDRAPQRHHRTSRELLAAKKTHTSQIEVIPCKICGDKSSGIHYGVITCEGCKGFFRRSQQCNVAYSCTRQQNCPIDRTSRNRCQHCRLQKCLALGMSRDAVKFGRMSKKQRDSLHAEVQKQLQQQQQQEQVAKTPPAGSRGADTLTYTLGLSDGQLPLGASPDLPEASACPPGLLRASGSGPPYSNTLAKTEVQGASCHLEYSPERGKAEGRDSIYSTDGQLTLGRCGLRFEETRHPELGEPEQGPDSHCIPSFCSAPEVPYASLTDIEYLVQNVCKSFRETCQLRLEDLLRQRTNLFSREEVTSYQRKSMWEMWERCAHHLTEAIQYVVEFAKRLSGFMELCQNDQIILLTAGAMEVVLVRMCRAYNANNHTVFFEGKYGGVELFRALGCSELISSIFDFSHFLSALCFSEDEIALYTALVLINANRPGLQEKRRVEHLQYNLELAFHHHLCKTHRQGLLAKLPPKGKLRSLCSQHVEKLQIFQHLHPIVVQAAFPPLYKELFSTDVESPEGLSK
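Drosophila Schneider cells stably carrying a metallothionein-driven Gal4 DBD–ROR gamma fusion and a UAS-Photinus luciferase reporter were exposed to compound for 1 hr, then induced with copper sulfate (700 uM final) for 20 hr at ambient temperature before luminescence reading.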
uPA surface inh: inhibitors of cell surface uPA generation; cell surface uPA generation assay, qHTS; Potency, µM (titrated, usually from 38.3 µM), inactives show top-dose activity change, negative = inhibition, actives largely listed as inhibitors; AID 540303; actives 0.31% (n = 330,000); active = well fitted inhibition curve with a large enough effect; inconclusive = small, poorly fitted or top-dose-only effect; inactive = no such curve, though single readings can be large or run the other way; tested in mouse RAW 264.7 cells; note: potency is the fitted concentration of half-maximal effect; % is set by controls: 0 for no effect and ±100 for the full control effect; nearly all actives have a fitted effect of over 55% in size
FLuc modulator: inhibits or activates purified firefly luciferase, miR-21 counter-screen; P08659; purified FLuc, Km substrates, luminescence inhibition; Potency, µM (highest dose often 57.5 µM), without a hit: at the highest dose activity change, negative = inhibition, actives largely listed as inhibitors; actives 6.9% (n = 360,000);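 note: potency is the fitted concentration of half-maximal effect; plate controls were vehicle for no effect and reference inhibitor for full effect; nearly all actives have a fitted effect of over 55% in size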
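Purified P. pyralis luciferase, 10 nM final, with Km-level 10 uM D-luciferin and 10 uM ATP in 50 mM Tris acetate pH 7.5, 10 mM Mg acetate, 0.01% Tween-20, 0.05% BSA; 6-point qHTS titration about 60 µM downward; luminescence read.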
KCNH2 3.1 block: KCNH2 3.1 (human) potassium channel inhibition. U2OS KCNH2 3.1, thallium flux FluxOr; active compounds read low. activity change, % (tested at about 1.8 µM). AID 720553. actives 0.95% (n = 340,000);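 active = maximum activity change below -70%; inconclusive = maximum activity change from -70% to -50%; inactive = maximum activity change above -50%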;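 note: thallium influx rate constant from kinetic fluorescence after stimulation buffer; % is set by controls: 0 for no effect and ±100 for the full control effect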
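Measured as rate of thallium-driven FluxOr signal in transduced U2OS cells carrying the 3.1 channel, read kinetically for 2 min upon stimulation; values are rate constants scaled to DMSO control wells.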
Rab9 promoter act: activates the Rab9 promoter; Huh7 Rab9 promoter-luciferase reporter, luminescence, 24 h; Potency, µM (top dose mostly 9.22 µM), for the others: at the highest dose activation, negative = inhibition, usual class: activators; actives 2.8% (n = 320,000); AID 485297; note: potency is the fitted concentration of half-maximal effect; % of control where 0% means no effect; nearly all actives have a fitted effect of over 60% in size
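Promoter activation is measured as luciferase luminescence in Huh7 cells stably transfected with a Rab9 promoter–luciferase construct, following 24 h compound exposure at 37 °C and 10 min reagent incubation at ambient temperature.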
Coupling enz: coupling enzyme interference in Giardia aldolase counter-screen; coupling enzyme system counterscreen, AmpLite Red fluorescence; activity change, negative = inhibition, % at 58.2 µM, hits read low; actives 0.67% (n = 290,000); in the data active = activity change below about -30%; note: % is set by controls: 0 for no effect and ±100 for the full control effect
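Compounds tested against the coupling enzymes alone at 57.5 uM final; readout was AmpLite Red fluorescence (525/598 nm) after 20 min at RT.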
Giardia killer: Giardia lamblia killing. Giardia lamblia trophozoite viability. actives 0.15% (n = 340,000). activity change, % at 7.66 µM, hits read low; in the data active = activity change below about -80%; inconclusive = between about -30% and that limit;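 note: parasites exposed to compound for two days anaerobically before the ATP read; % is set by controls: 0 for no effect and ±100 for the full control effect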
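Trophozoite viability was measured as ATP-dependent luminescence, read 15-30 min after reagent addition. Before that, parasites at 100 cells/well were exposed to compounds for 48 h, anaerobically, at 37 deg C.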
NPC1 promoter act: activators of NPC1 promoter. Huh7 NPC1 promoter luciferase reporter, 24 h. Potency, µM (highest dose often 9.22 µM), inactives show at the highest dose activation, hits mostly activators. actives 2.4% (n = 320,000);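 note: potency is the fitted concentration of half-maximal effect; % of control where 0% means no effect; nearly all actives have a fitted effect of over 60% in size; reporter is driven by a mutant NPC1 promoter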
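Luciferase expression driven by the NPC1 promoter was measured in stably transfected Huh7 cells after a 24 h compound incubation, using a luciferase reagent and a luminescence read.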
Gal4-VP16 FLuc: inhibits Gal4-VP16 luciferase reporter, ROR gamma counter-screen; actives 3.5% (n = 310,000); Potency, µM (doses to about 53.6 µM), without a hit: at the top dose activity, negative = inhibition, actives largely listed as inhibitors; Drosophila S2 Gal4-VP16 UAS-luciferase, luminescence, 20 h;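 note: Gal4-VP16 expression switched on by copper sulfate through the metallothionein promoter; potency is the fitted concentration of half-maximal effect; % is set by controls: 0 for no effect and ±100 for the full control effect; nearly all actives have a fitted effect of over 50% in size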
ELG1 genotoxic: inducers of genotoxicity in HEK293T ELG1-luciferase cells; HEK293T ELG1-luciferase reporter, luminescence, 16 h; Potency, µM (series often up to 46 µM), for the others: at the top dose activity change, positive = activation, usual class: activators; actives 1.3% (n = 330,000); AID 504466; note: potency is the fitted concentration of half-maximal effect; % of control where 0% means no effect; nearly all actives have a fitted effect of over 60% in size
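After overnight (16 hr) compound treatment at 37 °C, ELG1-luciferase HEK293T cells were lysed with ONE-Glo; luminescence quantified 30 min later at room temperature.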
* = called active by the depositor; ? = inconclusive; nt = no result given; & = joins results of further samples; [ ] = remark or other dose. Unless noted, calls come from the whole dose curve; as a rule, active = well fitted curve in the direction sought with a large enough effect; inconclusive = small, poorly fitted or top-dose-only effect, or another doubt; inactive = no such curve, though single readings can be large; an effect the other way counts as inactive or inconclusive. The order is random, and some 14% of all compounds hit somewhere here.

Screens in order: Tb PFK block	ELG1 genotoxic	Rab9 promoter act	FLuc modulator	RORg inh	uPA surface inh	Giardia killer	Coupling enz	KCNH2 3.1 block	NPC1 promoter act	Gal4-VP16 FLuc
- COc1ccc(-c2csc(NC(=O)CSc3n[nH]c(C)n3)n2)cc1
  0%	?	?	?	?	-9%	21	0	-11	?	-3%
- COc1ccc2c(CC(=O)Nc3nccs3)coc2c1
  -2%	10%	?	?	26%	-8%	4	1	-2	30%	-9%
- Cc1ccc(S(=O)(=O)CCc2nc3ccccc3s2)cc1C
  -5%	2%	0%	-13%	14%	-5%	-14	-5	1	-1%	-10%
- NS(=O)(=O)c1cccc(NC(=O)c2cc3ccccc3o2)c1
  -1%	8%	?	2.1µM*	-27%	-7%	-29	1	1	?	-17%
- COCCSc1nnc(NC(=O)Cc2ccc(OC)c(OC)c2)s1
  2%	-2%	1%	-1%	-2%	-14%	18	0	13	-8%	-1%
- O=S(=O)(/C=C/c1ccccc1)N1CCN(Cc2ccc3c(c2)OCO3)CC1
  -8%	-4%	-3%	-13%	22%	10%	1	0	-6	-1%	-1%
- O=C(CNC(=O)c1ccc2c(c1)OCO2)NCc1cccs1
  0%	0%	nt	nt	nt	4%	?	nt	13	nt	nt
- COc1ccccc1CNC(=O)C(Cc1ccccc1)NC(=O)c1ccccc1 (centres undefined)
  -4%	-3%	nt	nt	nt	8%	7	nt	-10	nt	nt
- CC1CC1C(=O)N(CCC1=CCCCC1)c1c(N)n(Cc2ccccc2)c(=O)[nH]c1=O (centres undefined)
  -3%	-6%	1%	-1%	nt	-4%	-20	nt	1	-5%	nt
- CC(CCC(C)OC(=O)c1ccccc1C(=O)O)OC(=O)c1ccccc1C(=O)O (centres undefined)
  1%	1%	1%	-1%	-2%	7%	8	4	6	-1%	8%
- COc1cc(NC(=O)c2ccc3c(c2)OCCO3)ccc1NC(=O)c1cccs1
  -1%	2%	18%	5.4µM*	-8%	-2%	4	1	3	18%	2%
- Cc1ccc(C)c(S(=O)(=O)N2CCN(C(=O)CCC(=O)NCc3ccc(Cl)cc3)CC2)c1
  0%	2%	-5%	11%	nt	-10%	-9	nt	-7	-4%	nt
- CCOc1cc(/C=C2\NC(=S)N(c3c(C)n(C)n(-c4ccccc4)c3=O)C2=O)ccc1O
  1%	2%	-5%	-1%	12%	1%	17	6	-19	-4%	1%
- O=C(CSc1nc(-c2ccco2)cc(C(F)(F)F)n1)NCCc1ccccc1
  7%	-3%	-5%	0%	-18%	3%	28	-1	11	1%	24%
- CC(=O)C1=C(C)NC(SCC(N)=O)=C(C#N)C1c1sccc1C (centres undefined)
  -2%	-3%	1%	3%	-20%	11%	3	-3	14	2%	1%
- CC1CCN(c2nc(-c3cccnc3)nc3scc(-c4ccccc4)c23)CC1
  2%	0%	0%	-1%	46%	14%	-5	1	5	2%	?
- Cc1cccn2c(=O)c(/C=C(\C#N)C(N)=O)c(Oc3ccccc3)nc12
  -3%	3%	0%	-8%	-7%	9%	7	5	10	-1%	1%
- CC(C)NC(=O)COc1coc(CN2CCN(c3ccccc3)CC2)cc1=O
  -3%	1%	0%	3%	-14%	11%	5	nt	1	-1%	-4%
- O=C(NCc1ccco1)c1cccc(S(=O)(=O)N2CCCCC2)c1
  -2%	0%	-2%	0%	-5%	-3%	-16	2	10	-1%	21%
- CCOc1ccc(CN2CCN(C(=O)c3ccccc3)CC2)cc1
  -2%	4%	-1%	4%	8%	-3%	-8	0	-25	-3%	6%
- O=C(C1CCC(C(=O)N2CCc3ccccc32)CC1)N1CCc2ccccc21 (centres undefined)
  -10%	-8%	-11%	2%	-7%	7%	17	5	-18	-6%	-8%
- NCc1ccc2[nH]c(=O)[nH]c2c1
  2%	0%	6%	0%	1%	3%	-3	0	-8	0%	-6%
- Cc1noc(NS(=O)(=O)c2ccc(NC(=O)COc3ccc(C#N)cc3)cc2)c1C
  13µM*	8%	nt	nt	nt	-3%	-1	nt	-3	nt	nt
- CSCCC(NC(=O)COc1cccc2ccccc12)C(=O)O (centres undefined)
  2%	1%	-3%	-5%	-17%	10%	8	6	-45	-2%	-6%
- Cc1[nH]c2ccc(C(=O)OCC(=O)NC3(C#N)CCCCC3)cc2c1C
  -1%	-2%	2%	-4%	nt	13%	-5	nt	0	-1%	nt
- COc1ccc(NC(=O)COC(=O)C2CC3C=CC2C3)cc1 (centres undefined)
  0%	5%	3%	17µM*	30%	-4%	-3	-1	5	4%	11%
- CC(=O)Nc1ccc(C(=O)OCC(=O)N(C)C2CCCCC2)cc1
  0%	6%	12%	0%	5%	1%	-7	2	4	0%	-10%
- COc1ccc(OCCn2ccnc2C)cc1
  -3%	0%	-1%	-1%	9%[1.91 µM]	-1%	8	-10	0	-5%	5%
- COc1cc(C(=O)Nc2cc(-c3nc4cc(C)ccc4o3)ccc2C)cc(OC)c1OC
  4%	?	?	0.27µM*	28%	3%	-13	-2	-14	?	?
- O=S(=O)(NCC1CCCO1)c1ccc2oc3ccc(S(=O)(=O)NCC4CCCO4)cc3c2c1 (centres undefined)
  13%	-6%	-3%	2%[2.3 µM]	9%	3%	-10	4	6	-1%	9%

More compounds.
Screens in order: Tb PFK block	ELG1 genotoxic	Rab9 promoter act	FLuc modulator	RORg inh	uPA surface inh	Giardia killer	Coupling enz	KCNH2 3.1 block	NPC1 promoter act	Gal4-VP16 FLuc
- COc1ccc(NC(=O)C(=O)NCCN2CCN(C(=O)c3cccc(Br)c3)CC2)cc1
  -1%	-8%	-2%	2%	16%	7%	6	1	1	-2%	-6%
- C[C@H](CO)N1C[C@H](C)[C@@H](CN(C)S(=O)(=O)c2cn(C)cn2)Oc2ccc(NC(=O)Nc3ccc4c(c3)OCO4)cc2C1=O
  0%	0%	nt	nt	nt	-4%	28	nt	5	nt	nt
- Cc1nnc(C)n1/N=C/c1c(O)ccc2ccccc12
  -7%	4%	-4%[1.84 µM]	-2%	-15%	4%	92[activator]	-4	-6	1%	5%
- COc1ccc(CN(C)C(C)C(=O)Nc2ccc(S(=O)(=O)N3CCCCC3)cc2)cc1F (centres undefined)
  -8%	-2%	-3%	5%	nt	?	-9	nt	-25	0%	nt
- O=Cc1cc2ccccc2nc1SCc1ccc(Cl)c(Cl)c1
  -6%	-3%	-1%	-2%	3%	-4%	7	nt	2	-15%	-8%
- CSCC[C@H](NC(=O)[C@@H]1Cc2ccccc2CN1)C(=O)Nc1ccc2c(c1)OCO2
  -1%	1%[9.26 µM]	2%	?	-1%	1%	25	-4	-11	1%	-11%
- CC(C)(/C=N/O)/[N+]([O-])=C/c1ccccc1C(F)(F)F
  5%	-4%	2%	6%	2%	4%	-4	2	-15	-2%	-1%
- CN(C)c1ccc(/C=N/NC(=O)CN2CCN(c3ccc(F)cc3)CC2)cc1
  -1%	5%	-9%	-2%	-10%	nt	nt	1	nt	1%	-7%
- CCOc1cccc(NC(=O)C2CCCN(S(=O)(=O)c3ccc(-n4cnnn4)cc3)C2)c1 (centres undefined)
  -2%	0%	-7%	1%	-4%	-1%	-11	0	14	-6%	2%
- COc1ccc(S(=O)(=O)Nc2c(O)c3ccccc3oc2=O)cc1
  -2%	-6%	-1%	4%	19%	1%	?	8	11	-5%	-1%
- N#Cc1ccc(OCC(=O)NCC2(N3CCCCC3)CCCCC2)cc1
  -4%	0%	1%	0%	17%	-2%	-2	1	-20	2%	20%
- CC1Sc2ccc(C(=O)Nc3ncccc3O)cc2NC1=O (centres undefined)
  -5%	?	0.89µM*	7.6µM*	nt	-4%	-6	nt	-11	1.3µM*	nt
- O=C1C=C(c2ccccc2)CCC1
  -4%	-3%	6%	-5%	0%&-23%	4%	-1	0&-1	8	0%	-14%&-4%
- Cc1ccc2cc(CCNC(=O)CC(C)C)c(=O)[nH]c2c1
  2%	6%	2%	2%	-5%	4%	-7	0	-10	-5%	-4%
- CCC(Oc1ccccc1)C(=O)Nc1ccccc1C(=O)N1CCCCC1 (centres undefined)
  -1%	-25%	6%	1%	18%	7%	3	nt	-5	6%	-5%
- c1ccc(COc2ccc(-c3csnn3)cc2)cc1
  5%	26%	2.8µM*	2.4µM*	13%	-8%	-5	2	-7	1.8µM*	-7%
- COC(=O)c1scc(C)c1NC(=O)CC1NCCNC1=O (centres undefined)
  1%	0%	-6%	0%	3%	2%	7	0	12	1%	2%
- O=C1CN(C(=O)CSc2ccc(-c3ccc(F)cc3)nn2)c2ccccc2N1
  4%	-7%	-1%	?	31%	-1%	14	-1	0	2%	13%
- CCC1CN(C(=O)N2CCC(C(=O)NCc3ccco3)CC2)c2ccccc2O1 (centres undefined)
  -1%	-4%	1%	0%&-2%	2%	-5%	13	nt	-2	-5%	1%
- COC(=O)Nc1ccc(S(=O)(=O)N2CCC(C(=O)N3CCCC(C)C3)CC2)cc1 (centres undefined)
  6%	-9%	0%	-3%	-8%	-3%	-12	4	22	-6%	1%[10 µM]
